High-throughput results: PubChem BioAssay, National Center for Advancing Translational Sciences (NCATS)
RXFP1 ag: agonists of human relaxin receptor RXFP1; hit rate 0.3% among 370,000; HEK293T-RXFP1 cAMP TR-FRET, 30 min; response scale: percent of porcine relaxin response, buffer zero; Q9HBX9; AID 2676; Potency, µM (top dose mostly 57.5 µM), for the others: at the top dose activation, actives largely listed as activators; further: potency means the concentration at half of the fitted maximal effect; on the % scale 0 is the no-effect control and ±100 the full control effect; nearly all actives have a fitted effect of over 60% in size; many of its hits are not listed in these tables
Target sequence (Q9HBX9 whole entry, looked up): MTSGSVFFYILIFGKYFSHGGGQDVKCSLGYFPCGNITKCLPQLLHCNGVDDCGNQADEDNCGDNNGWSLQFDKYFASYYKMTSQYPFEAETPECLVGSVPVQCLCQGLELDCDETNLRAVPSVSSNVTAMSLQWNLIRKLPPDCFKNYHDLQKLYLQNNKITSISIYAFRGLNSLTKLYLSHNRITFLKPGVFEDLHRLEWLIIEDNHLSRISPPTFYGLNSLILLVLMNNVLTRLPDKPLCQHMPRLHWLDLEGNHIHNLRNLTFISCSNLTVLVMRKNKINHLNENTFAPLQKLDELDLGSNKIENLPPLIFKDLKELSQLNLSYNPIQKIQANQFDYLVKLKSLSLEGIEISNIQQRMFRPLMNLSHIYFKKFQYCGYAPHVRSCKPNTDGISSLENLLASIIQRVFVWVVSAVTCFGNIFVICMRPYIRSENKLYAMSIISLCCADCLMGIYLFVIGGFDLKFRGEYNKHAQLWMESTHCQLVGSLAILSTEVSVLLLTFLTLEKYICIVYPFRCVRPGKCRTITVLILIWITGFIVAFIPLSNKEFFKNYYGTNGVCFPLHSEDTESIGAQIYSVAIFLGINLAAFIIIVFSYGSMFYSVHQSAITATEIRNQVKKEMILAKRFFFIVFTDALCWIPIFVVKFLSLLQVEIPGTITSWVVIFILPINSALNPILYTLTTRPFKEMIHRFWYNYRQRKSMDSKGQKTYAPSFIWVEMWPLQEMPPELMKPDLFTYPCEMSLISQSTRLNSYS
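HEK293T cells stably expressing RXFP1 were pretreated with the PDE4 inhibitor Ro 20174, exposed to compounds for 30 min at 37C, lysed, and cAMP was read by TR-FRET. Data normalized to buffer (basal) and 29 nM porcine relaxin (100%).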
GRP78 ERSR act: ER stress response induction in glioma; U87-MG GRP78 promoter luciferase reporter, 16 h; Potency, µM, for the others: at the highest dose activation, usual class: activators; hit rate 0.02% among 420,000; further: potency means the concentration at half of the fitted maximal effect; series mostly up to about 76 µM; % of control where 0% means no effect; nearly all actives have a fitted effect of over 35% in size
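Stably transfected U87-MG human glioma cells carrying a GRP78-based luminescent sensor were seeded at 1000 cells/well, pin-dosed with compounds and incubated 16 h. Luciferase reagent was then added, and end-point luminescence was read after 10 min at room temperature.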
D1 antag: human D1 dopamine receptor antagonism; hit rate 3.2% among 360,000; AID 504652; HEK293 TREx D1 cells, calcium flux, dopamine EC80; stronger effect = lower value; activity change, negative = inhibition, % at 10 µM; in the data active means activity change below about -30%; further: on the % scale 0 is the no-effect control and ±100 the full control effect
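Antagonism measured as reduced calcium response to an EC80 dopamine addition following 180 s compound pre-read; cells were inducible HEK293 Trex D1 plated overnight at 30 C, read kinetically at 1 cycle/sec.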
D2 potentiator: positively modulates the human D2 dopamine receptor allosterically; HEK293 T-REx D2, calcium flux, EC20 dopamine potentiation; potentiation, % at 10 µM; hit rate 0.34% among 340,000; AID 485347;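 active means potentiation over 3 SD above the plate norm, cut at about 30% in these data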; further: 0% is about no effect
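Potentiation of an EC20 dopamine calcium response is measured in a force-coupled, tetracycline-inducible Hek293 Trex D2 line. Compound-only kinetic reads over 180 s flag agonists before dopamine addition.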
D1 PAM: potentiators of human D1 dopamine receptor | P21728 | HEK293 TREx D1 cells, calcium flux, dopamine EC20 potentiation | potentiation, % at 10 µM | hit rate 0.036% among 360,000; in the data active means potentiation above about 30%; further: 0% is about no effect
D1 agonist: activates the human D1 dopamine receptor. AID 504660. activation, % at 2 µM. HEK293 T-REx D1 cells, calcium flux, agonist mode. hit rate 1% among 360,000; in the data active means activation above about 30%; further: 0% is about no effect
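Inducible HEK293 T-REx D1 cells, force-coupled to calcium signalling, were plated at 4000 cells/well with tetracycline and held overnight at 30 C. After no-wash calcium dye loading, compound-evoked calcium rise over 180 s flagged agonists.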
Vif-APOBEC3G blk: inhibitors of Vif-APOBEC3G interaction | AID 602310 | HeLa A3G-eYFP + Vif (tagged APOBEC3G with the HIV-1 protein that degrades it), YFP fluorescence, overnight | hit rate 0.076% among 410,000 | Q9HC16 | Potency, µM (highest dose often 46.1 µM), for the others: top-dose activity, negative = active, most hits filed as inhibitors;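 further: potency means the concentration at half of the fitted maximal effect; on the % scale 0 is the no-effect control and ±100 the full control effect; nearly all actives have a fitted effect of over 60% in size; hits raise eYFP signal because A3G escapes Vif-driven loss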
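HeLa cells stably expressing Vif and C-terminally eYFP-tagged A3G, seeded overnight at 37 deg C, then exposed to compound by pintool overnight at 37 deg C. Rise in yellow fluorescence (Ex 488/Em 500-530, Acumen) marks blocked Vif-driven A3G degradation.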
LDHA block: LDHA (human) enzyme inhibition; activity change, % (values are at about 110 or 230 µM); purified LDHA, NADH/diaphorase-resazurin fluorescence; stronger effect = lower value; AID 1347041; P00338; hit rate 0.15% among 480,000; in the data active means activity change below about -30%; inconclusive means mostly about -25% to -30%;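 further: plate controls were DMSO wells for no effect and wells without enzyme for full effect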
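Remaining NADH was detected by diaphorase (0.133 mg/mL) converting 37 µM resazurin to fluorescent resorufin, read at 0 and 20 minutes. The preceding 5-minute room-temperature reaction used 2 nM LDHA, 0.2 mM sodium pyruvate and 0.06 mM NADH at pH 7.4.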
Vif-APOBEC3F blk: Vif-A3F binding inhibition; AID 602313; hit rate 0.2% among 390,000; HeLa A3F-eYFP + Vif (tagged APOBEC3F with the HIV-1 protein that degrades it), YFP fluorescence increase; Potency, µM (titrated, usually from 46.1 µM), for the others: at the highest dose activity, negative = active; further: potency means the concentration at half of the fitted maximal effect; % of control where 0% means no effect; nearly all actives have a fitted effect of over 65% in size
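HeLa cells stably expressing Vif plus C-terminally eYFP-tagged A3F were seeded, incubated overnight at 37 deg C, dosed with compound, incubated overnight again at 37 deg C. Yellow fluorescence (Ex 488/Em 500-530) reported blocked Vif-mediated A3F-eYFP degradation.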
* marks the source's active call; other numbers are inactive results; ? = inconclusive; . = no result given; & = joins results of further samples. Unless noted, the call rests on the fitted dose curve; in most records, active means well fitted curve in the direction sought with a large enough effect; inconclusive means small, poorly fitted or top-dose-only effect, or another doubt; inactive means no such curve, though single readings can be large; an effect the other way counts as inactive or inconclusive.

No.	structure	D2 potentiator	LDHA block	Vif-APOBEC3F blk	Vif-APOBEC3G blk	RXFP1 ag	D1 agonist	D1 PAM	GRP78 ERSR act	D1 antag
1	Cc1ccc(S(C)(=O)=O)cc1C(=O)Nc1ccc(S(=O)(=O)Nc2nccs2)cc1	-9.0	-5.5	-12.4%	0.7%	-0.3%	1.2	-11.2	-5.0%	-4.0
2	COc1cc2c(cc1OC)C1(CCCC1)CNC2c1cccc([N+](=O)[O-])c1 (stereo not drawn)	11.3	-3.3	-1.5%	-4.0%	28.8%	0.3	-2.4	-7.8%	9.1
3	CC(=O)c1cccc(NC(=O)c2ccc3c(c2)CCCC3)c1	-30.2	-2.3	3.7%	4.5%	0.6%	0.0	-6.8	5.9%	-4.7
4	CCn1c2ccccc2c2nnc(SCC(=O)Nc3cc(C)on3)nc21	20.4	-2.3	-11.1%	1.0%	5.6%	8.0	-1.5	-1.5%	-5.5
5	CCOC(=O)C1CCC(=O)C1 (stereo not drawn)	.	0.4	?	-1.9%	.	.	.	-3.2%	.
6	COc1ccc(NS(=O)(=O)c2cc3c4c(c2)CC(=O)N4CCC3)cc1Cl	18.4	-4.9	0.6%	-0.4%	-3.0%	0.6	-1.7	-3.8%	.
7	CCc1cccc(C)c1NC(=O)COC(=O)C1CC(=O)N(CCc2ccc(OC)c(OC)c2)C1 (stereo not drawn)	-3.8	-7.3	-28.9%	-0.9%	-0.5%	0.8	-7.9	-0.9%	3.8
8	Nc1nc(SCn2nnc3ccccc3c2=O)n[nH]1	9.6	-7.9	-0.4%	-6.4%	5.4%	2.1	-8.2	-2.2%	7.3
9	CCCc1ccc(OCC(O)CN2CCN(c3ccccn3)CC2)cc1 (stereo not drawn)	-19.7	1.1	-7.1%	1.0%	-0.6%	6.0	5.9	-1.1%	15.3
10	CC1Cc2ccccc2N1C(=O)CSc1nnc(C2CC2)n1C (stereo not drawn)	-1.3	-3.2	4.6%	1.5%	2.1%	1.5	-7.5	-3.5%	-45.3*
11	CCCCN(CCCC)C1=C(C(=O)c2ccccc2)N(CC)S(=O)(=O)c2ccccc21	-3.0	3.1	0.2%	-4.0%	1.5%	-2.3	1.4	-6.9%	5.8
12	Cc1ccc(OCc2nnc(-c3ccccc3)o2)cc1	-4.4	-1.3	0.5%	-8.4%	5.0%	4.1	-0.9	1.6%	2.7
13	O=C(CNC(=O)c1ccccc1)NCCO	6.8	-12.7	0.1%	1.0%	-0.1%	0.1	-0.3	0.7%	9.5
14	CCCC(=O)C1=C(N(C)c2ccccc2)CC(C)(C)CC1=O	1.4	0.4	-10.9%	4.5%	1.8%	1.6	-2.5	-4.3%	6.5
15	CCN(CC)S(=O)(=O)c1cc([N+](=O)[O-])ccc1N=Nc1c(O)n(C)c2ccccc12	-0.4	-6.1	-9.3%	0.9%	0.6%	2.1	-7.8	-3.2%	-9.4
16	COc1cccc(COCCN2CCN(S(=O)(=O)c3ccc(C)cc3)CCC2=O)c1	0.4	-1.6	-1.1%	-0.9%	5.3%	-1.5	-2.1	-3.0%	14.0
17	CCOc1ccc(C2c3[nH]c4ccccc4c3CCN2Cc2cccn2-c2ncccn2)cc1 (stereo not drawn)	-4.7	-3.6	0.2%	-3.7%	0.5%	1.6	-1.2	-1.8%	-4.5
18	O=C(NCc1nnnn1-c1ccccc1)c1ccc2ccccc2c1	.	0.4	2.5%	-2.8%	.	.	.	-3.7%	.
19	COCCOc1ccc(C(F)(F)F)cc1NC(=O)c1ccccc1F	9.8	-4.8	-28.2%	-2.4%	0.5%	4.2	-6.5	7.6%	8.0
20	CC(O)C(NS(=O)(=O)c1ccc(Cl)cc1)C(=O)OCC(=O)N1CCN(c2ccccc2)CC1 (stereo not drawn)	1.9	1.1	10.6%	0.5%	1.7%	2.1	-1.4	-1.8%	-15.6
21	CCOCCCn1c(SCC(=O)Nc2cccc(S(=O)(=O)NC3=NCCCCC3)c2)nc2ccccc2c1=O	1.8	-8.6	-21.4%	-4.3%	5.8%	2.6	-2.1	-1.0%	13.4
22	CCCCC(=O)Nc1ccc(NC(=O)c2ccco2)cn1	6.6	-2.6	-10.0%	-1.4%	-0.1%	1.2	-2.4	5.4%	3.8
23	O=C(Nc1ccc2c(c1)OCO2)C1CC(=O)N(CCc2ccccc2)C1 (stereo not drawn)	.	-0.4	3.4%	-0.2%	2.3%	-1.5	-6.3	1.2%	-37.6*
24	Cc1ccccc1NC(=O)CCNC(=O)Cn1ccc2ccccc2c1=O	5.3	0.9	-13.6%	0.0%	1.4%	3.3	0.9	-2.1%	-35.4*
25	Clc1ccc(-c2nnc(-c3ccccc3Cl)o2)cc1	-8.1	-5.1	-0.7%	-0.9%	2.6%	1.9	-2.9	4.3%	9.0
26	CCN(C(=O)CSc1nc2ccccc2n1Cc1ccc(C(=O)OC)cc1)c1ccccc1	2.6	-1.7	4.7%	2.7%	6.4%	7.7	-0.1	1.3%	-1.0
27	CCc1cccc(C)c1NC(=O)COC(=O)C1CCN(S(=O)(=O)c2ccccc2)CC1	10.7	-2.8	-4.8%	-0.2%	0.4%	7.9	2.5	-4.3%	14.3
28	Cc1cccc(N2C(=NC(=O)c3ccccc3)SC3CS(=O)(=O)CC32)c1 (stereo not drawn)	-7.2	-5.3	-3.1%	2.9%	-4.2%	3.9	-3.8	-2.9%	-0.6
29	COc1ccc(C(=O)Nc2ccncc2)cc1S(=O)(=O)N1CCOCC1	4.1	-5.7	-6.0%	1.8%	-0.5%	3.5	-5.3	4.0%	-9.4
30	COc1ccc(NC(=O)Cn2c(=O)oc3cc(Cl)ccc32)c(OC)c1	-1.4&-5.3	0.0&0.5	-3.8%&-2.1%	3.9%&1.9%	-1.8%&-0.5%	4.4&11.1	-2.8&-4.3	-3.5%&-2.5%	-8.1&1.2

Next part; the last two above are carried over.
No.	structure	D2 potentiator	LDHA block	Vif-APOBEC3F blk	Vif-APOBEC3G blk	RXFP1 ag	D1 agonist	D1 PAM	GRP78 ERSR act	D1 antag
29	COc1ccc(C(=O)Nc2ccncc2)cc1S(=O)(=O)N1CCOCC1	4.1	-5.7	-6.0%	1.8%	-0.5%	3.5	-5.3	4.0%	-9.4
30	COc1ccc(NC(=O)Cn2c(=O)oc3cc(Cl)ccc32)c(OC)c1	-1.4&-5.3	0.0&0.5	-3.8%&-2.1%	3.9%&1.9%	-1.8%&-0.5%	4.4&11.1	-2.8&-4.3	-3.5%&-2.5%	-8.1&1.2
31	COc1ccc(-c2nc3ccccc3c(=O)n2CC(C)C)cc1	16.1	0.4	-19.7%	0.0%	1.8%	1.5	-8.0	-1.4%	-4.1
32	COc1ccc(CN(C)C(=O)c2ccccc2Sc2ccccc2C#N)cc1OC	3.7	-8.1	-2.1%	-8.4%	0.7%	4.6	8.2	-0.1%	-8.6
33	CC1=Nc2ccc(C)cc2/C1=C/c1c(N)n2oc(C)cc2nc1=O	4.4&-2.1	-5.0&-12.1	11.2µM*	?	?	1.4&3.9	-5.2&-6.0	-1.2%&-4.3%	0.8&-6.3
34	CCCCn1c(N)c(N(CC(C)C)C(=O)c2cc(=O)[nH]c3ccccc23)c(=O)[nH]c1=O	-24.7	-5.9	0.4%	0.5%	-0.2%	1.3	1.1	-2.0%	-2.9
35	CC(NCc1ccc2c(c1)OCO2)C(=O)N1CCc2ccccc21 (stereo not drawn)	-27.0	-5.2	6.5%	-1.2%	-0.2%	2.7	-5.7	-2.6%	-2.6
36	CS(=O)(=O)N1CCN(c2ccc([N+](=O)[O-])c(N3CCOCC3)c2)CC1	-6.0	-3.7	1.7%	3.8%	1.4%	2.7	-2.4	-2.6%	-4.1
37	C=CCOc1ccc(/C=N/NC(=O)c2c(C)nc3ccc(Cl)cn23)cc1	8.3	-6.6	-8.3%	-6.1%	0.0%	2.6	-1.8	-1.0%	-1.1
38	COc1ccc2ncc(OC(C)=O)cc2c1	3.2	-8.4	-0.1%	0.2%	-1.0%	2.6	0.9	-0.6%	3.1
39	COc1ccc(CNC(=O)C[C@H]2C[C@H](C(=O)N3CCOCC3)[C@@]3(C)c4[nH]c5cc(CCC(=O)N(C)C)ccc5c4CCN3C2=O)cc1OC	.	-0.2	-4.0%	-2.2%	.	.	.	-2.9%	.
40	CC(=O)Nc1cccc(NC(=O)CSc2nnnn2C(C)C)c1	-7.2	-3.7	1.9%	3.9%	-0.2%	2.3	-1.1	-0.8%	0.1
41	COC(=O)c1ccccc1-c1ccc(/C=N/NC(=O)c2cc3ccccc3o2)o1	-17.3	0.6	3.3%	-10.6%	0.6%	0.1	-3.8	-5.5%	20.1
42	C[C@H](CO)N1C[C@H](C)[C@@H](CN(C)Cc2ccc(C(=O)O)cc2)Oc2c(NS(=O)(=O)c3ccccc3)cccc2C1=O	.	1.1	-2.2%	1.9%	.	.	.	-5.0%	.
43	O=C(NCCCN1CCOCC1)c1ccc(CNS(=O)(=O)c2ccc(Br)cc2)cc1	4.1	-0.8	10.0%	0.5%	3.5%	2.5	-12.8	-4.0%	0.3

This is a subset (hit frequency here may not be typical).
